Bioassay records deposited in PubChem by Sanford-Burnham Center for Chemical Genomics.
ATG4B inh – ATG4B protease inhibitors, primary screen, biochemical, fluorescence, uHTS | inhibition, % at 8.33 µM | hit rate 0.51% among 340,000 | Cysteine protease ATG4B (Homo sapiens), Q9Y4P1 | ATG4B cleavage of LC3-PLA2, NBD-HPC fluorescence, 1 h; in the data active means inhibition above about 40%
PfG6PD inh – PfG6PD enzyme inhibitors, primary screen, biochemical, fluorescence intensity, uHTS; glucose-6-phosphate dehydrogenase-6-phosphogluconolactonase (Plasmodium falciparum 3D7); PfGluPho enzyme, NADPH resazurin-diaphorase fluorescence; inhibition, % at 20 µM; hit rate 0.78% among 350,000;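 active means inhibition reaching at least a set limit at 20 µM in the primary screen, cut at about 59% in these data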;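 further: 0% = DMSO wells with substrate and 100% = DMSO wells lacking glucose-6-phosphate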
mIAP inh – inhibitors of mouse IAP, primary screen, biochemical, luminescence, uHTS | inhibition, % at 10 µM | hit rate 0.2% among 330,000 | purified mouse IAP, CDP-Star luminescence, 30 min | AID 2806, 2010 | intestinal alkaline phosphatase [Mus musculus];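 active means inhibition of at least 40% at 10 µM in the primary screen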;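 further: plate controls were DMSO with enzyme for no effect and no enzyme wells for full effect; values of inactives mirror those of a sister screen read the other way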
A3A deaminase – APOBEC3A ssDNA deaminase inhibitors, primary screen, selectivity assay for APOBEC3G inhibitor project, biochemical, FAM/TAMRA oligo cleavage fluorescence; DNA dC->dU-editing enzyme APOBEC-3A (Homo sapiens), P31941; recombinant A3A, FAM/TAMRA ssDNA deamination fluorescence; inhibition, % at 20 µM; hit rate 0.41% among 330,000;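 active means at least 40% inhibition at 20 µM here, with at most 30% in a related deaminase screen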;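 further: plate controls were A3A with DMSO for no effect and wells lacking A3A enzyme for full effect; some results filed as inactive read as strong as hits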
Target sequence (P31941 whole entry, looked up): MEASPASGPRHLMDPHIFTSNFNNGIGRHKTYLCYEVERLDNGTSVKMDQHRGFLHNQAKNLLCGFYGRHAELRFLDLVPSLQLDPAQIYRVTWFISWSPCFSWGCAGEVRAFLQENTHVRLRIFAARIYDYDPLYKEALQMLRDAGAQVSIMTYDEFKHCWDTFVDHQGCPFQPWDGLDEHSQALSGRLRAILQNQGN
hIAP inh – human IAP inhibitors, primary screen, biochemical, luminescence, uHTS; AID 2544, 2010; inhibition, % at 10 µM; purified IAP, CDP-Star luminescence, 30 min; hit rate 0.12% among 330,000;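 active means inhibition reaching a set limit with compound at 10 µM in the primary screen, cut at about 35% in these data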;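 further: plate controls were DMSO wells with enzyme for no effect and no-enzyme buffer wells for full effect; values of inactives mirror those of a sister screen read the other way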
hIAP activ – human IAP activators, primary screen, biochemical, luminescence, uHTS; activation factor at 10 µM; Intestinal-type alkaline phosphatase (Homo sapiens), P09923; purified human IAP, CDP-Star luminescence, 30 min; active compounds read high; 1 = vehicle-only enzyme, 0 = enzyme-free background; hit rate 0.16% among 330,000;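 active means activation factor of the enzyme at least 2-fold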; further: the source names both 10 and 20 µM as test concentration; values of inactives mirror those of a sister screen read the other way
mIAP activ – activators of mouse IAP, primary screen, biochemical, luminescence, uHTS; intestinal alkaline phosphatase [Mus musculus]; muIAP, CDP-Star luminescence, 30 min; active compounds read high; 1 = vehicle-only enzyme signal, 0 = enzyme-free wells; activation factor at 10 µM; hit rate 0.24% among 330,000;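 active means activation factor of at least 2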; further: the source names both 10 and 20 µM as test concentration; values of inactives mirror those of a sister screen read the other way
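System: mouse IAP enzyme. Reagent: CDP-Star chemiluminescent phosphatase substrate. Benchmarks: DMSO wells, no-enzyme wells. Times: 30 min enzyme-substrate-compound incubation at room temperature. Detection: luminescence from enzymatic CDP-Star hydrolysis. Doses: test compounds delivered from DMSO solution.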
HKDC1 inh – HKDC1 hexokinase inhibitors, primary screen, biochemical, fluorescence, uHTS | inhibition, % at 20 µM | hit rate 0.16% among 340,000 | recombinant HKDC1, G6PDH/diaphorase resazurin coupled fluorescence | Q2TB90;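 active means inhibition above about 35% when tested at 20 µM, limit read from the data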;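 further: plate controls were DMSO wells with enzyme for no effect and DMSO wells lacking enzyme for full effect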
Target sequence (Q2TB90 whole entry, looked up): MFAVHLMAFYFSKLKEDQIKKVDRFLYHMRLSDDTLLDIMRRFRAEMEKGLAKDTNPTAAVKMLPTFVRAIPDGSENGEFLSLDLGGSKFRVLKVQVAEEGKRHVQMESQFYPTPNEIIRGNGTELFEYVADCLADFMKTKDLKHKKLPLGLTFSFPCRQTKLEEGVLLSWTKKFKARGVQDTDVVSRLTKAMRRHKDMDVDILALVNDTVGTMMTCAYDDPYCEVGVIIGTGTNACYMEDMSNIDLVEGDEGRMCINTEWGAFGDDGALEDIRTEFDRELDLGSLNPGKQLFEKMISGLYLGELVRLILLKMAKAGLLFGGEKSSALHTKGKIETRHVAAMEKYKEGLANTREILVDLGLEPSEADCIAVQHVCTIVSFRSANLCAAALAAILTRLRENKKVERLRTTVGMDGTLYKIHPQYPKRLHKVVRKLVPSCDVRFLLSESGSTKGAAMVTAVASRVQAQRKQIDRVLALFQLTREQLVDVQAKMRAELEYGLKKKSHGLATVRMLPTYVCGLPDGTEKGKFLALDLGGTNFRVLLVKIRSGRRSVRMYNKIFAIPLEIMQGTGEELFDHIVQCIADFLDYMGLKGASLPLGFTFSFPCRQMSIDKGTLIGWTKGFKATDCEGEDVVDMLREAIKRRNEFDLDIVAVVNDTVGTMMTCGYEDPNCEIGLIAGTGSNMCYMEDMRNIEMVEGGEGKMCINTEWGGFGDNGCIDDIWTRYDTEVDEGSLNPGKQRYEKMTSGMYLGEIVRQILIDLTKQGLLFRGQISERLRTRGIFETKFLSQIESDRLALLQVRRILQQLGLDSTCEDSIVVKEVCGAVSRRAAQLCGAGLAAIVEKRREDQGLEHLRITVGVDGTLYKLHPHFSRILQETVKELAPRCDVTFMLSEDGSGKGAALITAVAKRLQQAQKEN
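Assay system: recombinant HKDC1 hexokinase; detection: coupled resazurin fluorescence, excitation 525 nm, emission 613 nm; benchmarks: DMSO-plus-enzyme-mix negative control, buffer-substituted positive control; compound dosing: single 20 µM dose; schedule: 90 min at room temperature in dark; also added: glucose plus 1 mM ATP as hexokinase substrates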
Active calls of the source: *; . = no result given. This is a random part of the collection, and some 2.4% of all compounds hit somewhere here.

Order of results – PfG6PD inh	mIAP activ	mIAP inh	hIAP inh	hIAP activ	HKDC1 inh	A3A deaminase	ATG4B inh
1. CC1CN(C(=O)c2cc(S(=O)(=O)N3CCN(c4ccccc4)CC3)ccc2Cl)CC(C)O1 (stereo not given)
    11	0.96	4	5	0.95	-3	-4	1
2. Oc1ccc(Cl)cc1/C=C/c1ccc2cccc(O)c2n1
    74*	0.9	10	-30	1.3	-8	2	13
3. Cc1cc2nnc(SCC(=O)NCC(c3ccccc3)N(C)C)n2c2ccccc12 (stereo not given)
    -1	0.95	4	7	0.93	-3	0	-3
4. COc1ccccc1NC(C)C(=O)Nc1ccc(C(C)=O)cc1 (stereo not given)
    10	0.97	3	15	0.85	-7	-3	-6
5. COc1ccccc1OCC(O)CO (stereo not given)
    7	0.93	7	6	0.94	-6	-1	2
6. COc1ccc(OC)c(NC(=O)C2CCCN2C(=O)NC2CCCCC2)c1 (stereo not given)
    -12	0.96	4	2	0.98	-1	0	-2
7. CC1CC(=O)c2cnc(Nc3cccc(C(F)(F)F)c3)nc2C1 (stereo not given)
    -21	0.91	9	-7	1.1	9	-5	-4
8. CCCN1CCC(NC(=S)Nc2ccc(S(N)(=O)=O)cc2)CC1
    -1	1.1	-5	-1	1	-7	-4	1
9. COc1cc(/C=N/NC(=O)c2ccc(CN3C(=O)c4cccc5cccc3c45)cc2)cc(OC)c1O
    64*	0.91	9	-14	1.1	5	5	-27
10. CCOC(=O)N1CCN(C(=O)c2cc(COc3ccc4ncccc4c3)on2)CC1
    -6	0.98	2	4	0.96	-4	-1	6
11. CN(CC(=O)Nc1cccc(F)c1)C(=O)CCCc1cccs1
    3	1	-4	-1	1	-11	0	4
12. COc1ccc(Br)cc1CNC(=O)Cc1cccs1
    -23	0.99	1	-2	1	-1	-2	16
13. O=C(O)c1ccccc1C(=O)NC1Cc2ccccc2C1
    -5	0.92	8	3	0.97	-6	-1	4
14. COC(=O)c1ccc(-c2ccco2)n1Cc1nc(-c2ccc(OC)c(OC)c2)oc1C
    7	1	-1	11	0.89	-2	0	0
15. CCCNC(=O)COc1ccc2c(=O)c(Oc3ccccc3F)coc2c1
    2	1.1	-11	-15	1.1	-8	0	-8
16. C[C@H](CO)N1C[C@H](C)[C@@H](CN(C)Cc2ccc(Cl)c(Cl)c2)Oc2c(NC(=O)Cc3ccccc3)cccc2C1=O
    4	1.2	-23	8	0.92	4	-2	-20
17. CC(C)(C)NC(=O)CSc1nc(-c2ccc(F)cc2)cs1
    -15	1.1	-6	0	1	-3	3	-1
18. Cc1nc2ccccc2c(=O)n1NC(=O)C1CCCCC1
    -18	1.1	-8	-5	1.1	5	2	-4
19. Cc1cc(C)n(-c2ccc(NC(=O)C3CCN(Cc4cc(C)c(C)o4)CC3)cc2)n1
    0	1.1	-6	-5	1.1	41*	-1	17
20. COc1ccccc1N1CCN(C(C)C(=O)Nc2ccc(S(=O)(=O)N3CCOCC3)cc2)CC1 (stereo not given)
    10	1.1	-15	-7	1.1	0	-7	-12
21. O=c1[nH]nc(N/N=C/c2ccc(Cl)cc2Cl)c(=O)[nH]1
    -7	0.86	14	4	0.96	0	2	-9
22. COc1cc([N+](=O)[O-])ccc1NC(=O)NCc1cccnc1
    8	0.92	8	2	0.98	-3	-4	3
23. CCN(CC)c1ccc(NC(=O)CSC(=O)c2ccccc2)cc1
    18	0.79	21	-12	1.1	2	0	-2
24. Cc1cccc(N2CCN(C(=O)c3cc4n(n3)C(C(F)(F)F)CC(c3ccco3)N4)CC2)c1C (stereo not given)
    25	0.95	4	-6	1.1	2	-3	9
25. C/C=C/C(=O)Nc1cccc(C2=NOC3(C2)C[C@H](C(N)=O)N(C(=O)c2ccccc2C(=O)c2ccccc2)C3)c1 (stereo not given in full)
    .	0.99	0	3	0.97	.	-1	.
26. CC(OC(=O)c1nc(-c2ccccc2)n(-c2ccccc2)n1)C(=O)Nc1cc(Cl)cc(Cl)c1 (stereo not given)
    4	1	0	9	0.91	-1	0	4
27. COCC(C)n1c(SCC(=O)N2CC(=O)Nc3ccccc32)nc2ccccc2c1=O (stereo not given)
    2	1	-1	3	0.97	-1	-4	4
28. CC[n+]1cc(C)ccc1/C=C/c1ccc(N(C)C)cc1
    -3	0.87	13	14	0.86	2	64*	-1
29. O=C(c1cc(-c2ccc(Cl)cc2)nc2ccccc12)N1CCC1
    3	0.98	2	-3	1	-1	-2	-11
30. Cc1ccc(-n2sc3ccccc3c2=O)cc1S(=O)(=O)N1CCCCC1
    127*	1	0	3	0.97	3	1	-6

Shown tab-delimited: entries from further up
cpd	SMILES	PfG6PD inh	mIAP activ	mIAP inh	hIAP inh	hIAP activ	HKDC1 inh	A3A deaminase	ATG4B inh
1	CC1CN(C(=O)c2cc(S(=O)(=O)N3CCN(c4ccccc4)CC3)ccc2Cl)CC(C)O1 (stereo not given)	11	0.96	4	5	0.95	-3	-4	1
2	Oc1ccc(Cl)cc1/C=C/c1ccc2cccc(O)c2n1	74*	0.9	10	-30	1.3	-8	2	13
3	Cc1cc2nnc(SCC(=O)NCC(c3ccccc3)N(C)C)n2c2ccccc12 (stereo not given)	-1	0.95	4	7	0.93	-3	0	-3
4	COc1ccccc1NC(C)C(=O)Nc1ccc(C(C)=O)cc1 (stereo not given)	10	0.97	3	15	0.85	-7	-3	-6

The list continues.
Order of results – PfG6PD inh	mIAP activ	mIAP inh	hIAP inh	hIAP activ	HKDC1 inh	A3A deaminase	ATG4B inh
31. O=C(Nc1ccc(-c2nc3ccccc3[nH]2)cc1)c1ccco1
    20	0.96	4	7	0.93	15	-3	-11
32. O=C(NC1CCCCC1)C1CN(S(=O)(=O)c2ccccc2)CCN1S(=O)(=O)c1ccccc1 (stereo not given)
    10	1	-4	6	0.94	8	-3	1
33. COc1cccc(NC(=O)CSCC(=O)O)c1
    -23	1.1	-5	5	0.95	-4	2	0
34. COc1ccc(CN2C(=O)c3ccccc3C2C(=O)NCCc2ccccc2)c(OC)c1 (stereo not given)
    -8	1.3	-29	-8	1.1	0	-3	-6
35. CCC(=O)N1CCN(CCN=CC2=C(O)CC(C)(C)CC2=O)CC1
    -4	1	-3	2	0.98	-12	-1	-6
36. CCc1ccnc(NS(=O)(=O)c2ccc3c(c2)CCO3)c1
    16	1	-5	2	0.98	-1	-6	-16
37. O=C1Nc2cc(C(=O)N3CCc4ccccc4C3)ccc2S/C1=C\c1ccccc1
    8	1	0	10	0.9	1	2	73*
38. CSCCC(NC(=O)c1ccc([N+](=O)[O-])cc1Cl)C(=O)OCC(=O)N(C)C (stereo not given)
    -6	0.95	5	-4	1	-5	-2	2
39. Cc1nnc(N(CCC#N)CCC#N)s1
    0	0.96	4	-4	1	7	-9	-8
40. Cc1cc(NC(=O)Nc2cc(F)ccc2C)n(C)n1
    10	1	-4	7	0.93	-2	-3	4
41. COC(=O)Cc1ccc(NC(=S)N2CCN(c3cccc(O)c3)CC2)cc1
    4	0.96	3	5	0.95	-3	0	29
42. O=[N+]([O-])c1ccc(-c2nc(=S)c3c(o2)CCCC3)cc1
    34	0.88	12	5	0.95	-12	8	33
43. CCCNC(=S)Nc1ccc(Cl)cc1C
    -5	0.99	1	-2	1	-7	1	-1
44. CC(/C=N/N1CCN(c2ccc(C)cc2)CC1)=C\c1ccccc1
    3	1	-4	16	0.84	-17	-1	9
45. Cc1cccc(-n2c(-c3ccoc3C)n[nH]c2=S)c1
    37	0.91	9	11	0.89	-5	-5	37
46. CCOc1ccc(NC(=O)c2ccccc2NC(=O)CN(C)CC(=O)Nc2ccc(C)cc2)cc1
    -14	1	0	3	0.97	-4	0	1
47. COc1ccc(NC(=O)CN(C)C(=O)c2cccc(S(=O)(=O)N3CCN(c4ccccc4)CC3)c2)cc1
    -7	1	-4	0	1	1	2	-8
48. Nc1nc(CSc2nnnn2-c2ccccc2)nc(N2CCCc3ccccc32)n1
    12	1.2	-19	17	0.83	1	-1	-7
49. Cc1cc(C)c2sc(N(CCCN(C)C)C(=O)c3ccc(S(=O)(=O)N4CCc5ccccc5C4)cc3)nc2c1
    .	1.1	-12	-8	1.1	.	1	.
50. CC1(C)C2CC[C@]3(C)C(CC=C4[C@@H]5C[C@@](C)(CO)CC[C@]5(C(=O)O)CC[C@]43C)[C@@]2(C)CC[C@@H]1O (stereo not given in full)
    -30	0.87	13	17	0.83	5	-4	-13
51. CN(C)S(=O)(=O)n1cc(/C=C(\NC(=O)c2ccccc2)C(=O)N2CCOCC2)c2ccccc21
    9	1	-2	-17	1.2	-3	-2	-5
52. COC/C=C/C1=CC2=CC(=O)C(C)(OC(=O)c3cnc4ccccc4n3)C(=O)C2=CN1c1ccc(CO)cc1 (stereo not given)
    .	0.75	25	14	0.86	.	79	.
53. O=C(CSc1nnc(SCc2ccc(Cl)cc2)s1)N/N=C/c1ccc(C(=O)O)cc1
    -10	1	-2	0	1	9	-2	5
54. Cc1cc(C)n2nc(C(=O)Nc3cccc(S(=O)(=O)N4CCOCC4)c3)nc2n1
    -3	0.97	3	9	0.91	-5	2	-3
55. CC1(c2ccc(OC(F)F)cc2)NC(=O)N(CC(=O)Nc2ccc(OC(F)F)cc2)C1=O (stereo not given)
    10	0.98	2	3	0.97	-2	-2	-10
56. Cc1ccc(NC(=O)/C=C2\NC(=O)CS2)cc1
    23	1.1	-6	-13	1.1	-6	6	-4
57. Cc1cc(=O)c2ccccc2n1Cc1ccccc1
    18	0.95	5	-5	1.1	-3	0	-17
58. CC1(C)CC(=O)c2c(n(S(=O)(=O)c3ccccc3)c3ccc(NS(=O)(=O)c4ccccc4)cc23)C1
    -3	0.91	9	7	0.93	-14	0	0
59. CCN1CCCC1CNS(=O)(=O)c1cccc(C(F)(F)F)c1 (stereo not given)
    6	1.1	-13	-9	1.1	-7	36	-10
60. COc1ccc(Cl)cc1NC(=O)Cn1cccc1
    12	0.96	4	-5	1.1	-10	0	8
61. CC(=O)Nc1ccc(S(=O)(=O)NCC(=O)OCC(=O)NC(=O)c2cccn2C)cc1
    -6	1	-1	3	0.97	12	6	1
62. Cc1ccc(Cl)cc1Nc1nc(-c2sc(NC(=O)c3ccco3)nc2C)cs1
    -13	0.86	14	30	0.7	3	-4	4
63. CCCC[C@@H]1CNC(=S)N1CCc1cccc2ccccc12
    11	0.95	5	8	0.92	5	-4	3
64. O=C(N/N=C/c1cccnc1)c1cccc(F)c1
    -5	1.1	-8	-11	1.1	-5	-6	-2
65. Cc1ccc(-c2nnc(-c3ccccc3)o2)cc1
    2	0.96	4	14	0.86	-3	-2	6
66. O=C(COC(=O)c1ccco1)Nc1cccc(Br)c1
    0	1.1	-7	6	0.94	-6	8	1
67. CCN1C(=O)CC(Sc2ccccc2C(=O)O)C1=O (stereo not given)
    11	1.1	-11	0	1	-7	1	8
68. CN=c1scc(-c2ccccc2F)n1/N=C(\C)c1cccnc1
    0	0.91	9	8	0.92	-5	-3	16
69. CCn1c(Cn2nnc(-c3ccccc3)n2)nnc1SCC(=O)Nc1ccc(C(C)=O)cc1
    -16	1	-4	-3	1	-8	0	-6
